Fam108B inh – Fam108B inhibition, counter-screen for RBBP9 inhibitors | recombinant Fam108B, FP-Rh probe fluorescence polarization | inhibition, % at 9.51 µM | 0.33% of 300,000 active | AID 1947;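 active = inhibition above the screen mean inhibition plus 3 SD, computed separately per campaign, cut at about 18% in these data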;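 also: inhibitors lower polarization as less probe binds the enzyme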
PME-1 inh – PME-1 (human) inhibition. Q9Y570. recombinant PME-1, FP-Rh probe fluorescence polarization. inhibition, % at 5.9 µM. 0.53% of 320,000 active. AID 2130;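 active = inhibition above the campaign mean of all compounds plus 3 SD, cut at about 26% in these data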;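 also: competitive labeling of PME-1 active site by serine hydrolase directed probe; 0% = PME-1 with DMSO and 100% = wells lacking PME-1 enzyme; inhibitors block probe labeling so polarization falls and inhibition rises; many of its hits are not listed in these tables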
Bcl-xL primary – blocks human Bcl-xL binding to Bim BH3 peptide; Q07817; GST-Bcl-xL / FITC-Bim BH3 peptide fluorescence polarization; inhibition, % at 10.9 µM; 0.7% of 320,000 active;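 active = inhibition above the mean of all tested compounds plus 3 SD, cutoff set per campaign, cut at about 30% in these data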;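 also: 0% = DMSO wells and 100% = unlabeled Bim-BH3 peptide competitor; inhibitors lower millipolarization by displacing the labeled peptide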
MCL1 BIM primary – MCL1-BIM-BH3 interaction inhibition (human). Q07820. 0.68% of 320,000 active. GST-MCL1 / FITC-Bim-BH3 fluorescence polarization. inhibition, % at 10.9 µM;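 active = inhibition above the mean inhibition of all tested compounds plus 3 SD, set per campaign, cut at about 40% in these data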;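 also: 0% = DMSO wells and 100% = unlabeled Bim-BH3 peptide control; higher means more loss of mP so more displacement of Bim peptide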
TPT1 inh – inhibitors of Candida albicans tRNA 2'-phosphotransferase TPT1; recombinant caTPT1, FP RNA substrate dephosphorylation; inhibition, % at 5 µM; 0.81% of 300,000 active; AID 1962;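 active = inhibition above the mean of all tested compounds plus 3 SD, set per screening campaign, cut at about 24% in these data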;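 also: plate controls were DMSO alone for no effect and ferristatin control at 100 nM for full effect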
GLD-1 RNA inh – GLD-1-TGE RNA interaction inhibition (C. elegans); Q17339; purified GLD-1 + fluorescein TGE RNA, fluorescence polarization; inhibition, % at 5.96 µM; 0.44% of 320,000 active; AID 2280;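 active = percent inhibition above a per-plate cutoff, the plate mean of test compounds plus 3 SD, cut at about 30% in these data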;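 also: 0% = DMSO wells with GLD-1 and probe and 100% = wells lacking GLD-1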
Target sequence (Q17339 whole entry, looked up): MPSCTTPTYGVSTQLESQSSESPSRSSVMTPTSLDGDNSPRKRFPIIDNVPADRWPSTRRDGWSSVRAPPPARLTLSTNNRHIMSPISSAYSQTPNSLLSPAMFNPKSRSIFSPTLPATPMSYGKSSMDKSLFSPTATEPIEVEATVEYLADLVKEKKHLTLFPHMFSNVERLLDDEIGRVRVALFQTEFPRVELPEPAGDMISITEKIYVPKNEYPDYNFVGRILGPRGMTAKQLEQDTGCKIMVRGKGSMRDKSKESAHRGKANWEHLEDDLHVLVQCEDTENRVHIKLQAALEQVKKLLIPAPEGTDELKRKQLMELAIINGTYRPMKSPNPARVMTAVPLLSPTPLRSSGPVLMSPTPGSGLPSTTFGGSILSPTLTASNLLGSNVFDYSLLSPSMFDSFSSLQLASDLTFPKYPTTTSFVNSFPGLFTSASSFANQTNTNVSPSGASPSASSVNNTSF
PAD4 inh – PAD4 (human) enzyme inhibition; Q9UM07; recombinant PAD4, RCA probe fluorescence polarization; inhibition, % at 6.36 µM; 0.41% of 330,000 active; AID 485272;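 active = percent inhibition above a cutoff equal to the mean of all tested compounds plus 3 SD, cut at about 15% in these data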;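 also: 0% = PAD4 with RCA probe and DMSO and 100% = probe without PAD4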
GSTO1 counter – blocks human GSTO1 in RBBP9 counter-screen. P78417. recombinant GSTO1, activity-based probe fluorescence polarization. inhibition, % at 5.96 µM. 1.1% of 300,000 active. AID 1974;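 active = inhibition above the campaign mean inhibition plus 3 SD, cut at about 35% in these data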;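 also: 0% = GSTO1-1 with DMSO and 100% = wells lacking GSTO1-1 enzyme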
MEX-5 binding – C. elegans MEX-5 TCR-2 RNA binding activity | Q9XUB2 | MEX-5/FITC-TCR2 RNA binding, fluorescence polarization; hits give low values | activity score (negative = inhibition of binding), % at 10 µM | 0.38% of 300,000 active;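 active = inhibition past about -25% in most replicates, and total fluorescence under double the plate's negative control median, limit read from the data; inconclusive = replicates evenly split on the limit, or fluorescence at least double controls; inactive = too little inhibition in most replicates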;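 also: 0% = DMSO and -100% = 5 µM competing unlabeled TCR2 RNA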
Target sequence (Q9XUB2 whole entry, looked up): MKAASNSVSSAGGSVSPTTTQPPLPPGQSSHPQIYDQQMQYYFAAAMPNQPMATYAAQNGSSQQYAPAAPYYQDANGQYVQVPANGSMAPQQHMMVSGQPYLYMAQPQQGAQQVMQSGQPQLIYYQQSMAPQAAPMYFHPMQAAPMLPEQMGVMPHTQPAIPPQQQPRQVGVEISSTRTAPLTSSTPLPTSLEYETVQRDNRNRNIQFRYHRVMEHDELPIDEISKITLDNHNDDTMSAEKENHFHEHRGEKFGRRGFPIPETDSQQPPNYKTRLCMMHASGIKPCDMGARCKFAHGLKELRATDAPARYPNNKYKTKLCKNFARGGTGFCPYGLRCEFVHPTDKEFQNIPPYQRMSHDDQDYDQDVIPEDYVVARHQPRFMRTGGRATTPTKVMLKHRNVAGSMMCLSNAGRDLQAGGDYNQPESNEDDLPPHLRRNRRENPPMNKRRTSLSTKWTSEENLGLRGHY
* = called active by the depositor; ? = inconclusive; . = not tested or not shown.

Each structure is followed by: Fam108B inh | PME-1 inh | Bcl-xL primary | MCL1 BIM primary | TPT1 inh | GLD-1 RNA inh | PAD4 inh | GSTO1 counter | MEX-5 binding
(1) COc1ccc(Nc2nc(N)c([N+](=O)[O-])c(NCCO)n2)cc1
 : 1 | 15 | 3 | -10 | 1 | -1 | 2 | 11 | 0.4
(2) Cc1ccc(S(=O)(=O)Nc2ccccc2F)cc1C(=O)NNC(=O)c1csc(N2CCOCC2)n1
 : -1 | -1 | -3 | 1 | 1 | 2 | -3 | -3 | ?
(3) Brc1ccc(/C=N/Nc2ccccc2)cc1
 : 1 | 7 | 11 | 6 | -1 | 1 | -4 | 2 | -0.6
(4) Cc1nnc(SCC(=O)N2c3ccccc3C(C)(c3ccc(Cl)cc3)CC2(C)C)s1 (stereo not drawn)
 : -1 | -4 | 1 | -2 | 0 | 4 | 0 | -3 | 1.2
(5) COc1ccc(NC(=O)CSCc2cc(=O)n3cc(C)sc3n2)cc1
 : -3 | -3 | 2 | 4 | 1 | -6 | -3 | 10 | -1.7
(6) O=S(=O)(Nc1ccc2c(c1)OCCO2)c1cccc2cccnc12
 : -1 | 9 | 6 | -1 | -1 | 3 | -6 | 8 | -2.7
(7) CCOC(=O)N1CCN(C(=O)C2CC(=O)N(Cc3ccc(OC)cc3)C2)CC1 (stereo not drawn)
 : -9 | 3 | 7 | 5 | -2 | 2 | -4 | 1 | -0.6
(8) Cc1nc2c(C(=O)O)cnn2c(C)c1Cc1ccccc1F
 : 0 | -1 | 0 | -1 | 4 | 1 | 3 | 4 | -0.9
(9) CC(=O)Nc1ccc(NC(=O)CSc2ncnn2-c2ccccc2)cc1
 : 3 | -2 | 0 | 4 | 1 | -7 | 4 | -6 | -1.5
(10) Cc1cc(-c2ccccc2)c(C#N)c(SCC(N)=O)n1
 : 6 | -4 | -1 | 3 | 1 | -6 | 0 | -4 | -1.9
(11) O=C(Nc1cccc(Cl)c1)c1cc([N+](=O)[O-])ccc1N1CCN(CCO)CC1
 : 2 | 10 | -1 | -3 | 1 | -3 | -3 | 2 | 2.3
(12) COc1ccc(NC(=O)Oc2ccccc2)cc1Cl
 : 1 | 4 | 5 | -1 | 0 | -3 | -2 | 9 | 0.9
(13) CCOc1ccc(N2CC(O)Cn3c2nc2c3c(=O)n(CCCc3ccccc3)c(=O)n2C)cc1 (stereo not drawn)
 : 2 | -2 | 1 | 5 | 0 | 6 | 0 | 1 | 2.4
(14) COc1cc(Cl)c(S(=O)(=O)NCCCn2ccnc2)cc1Cl
 : 4 | 5 | 4 | -6 | -1 | -4 | -3 | 2 | 0.5
(15) Cc1cc(-c2nnc(-c3cccc(C(F)(F)F)c3)o2)no1
 : 4 | 1 | 4 | 3 | -4 | -3 | 3 | -5 | .
(16) CCc1ccc(C(=O)Nc2cc(C)on2)o1
 : 1 | 0 | -1 | 0 | 4 | 8 | -5 | -1 | 1.5
(17) C/C(=N\NC(=O)c1cccnc1)c1cccc([N+](=O)[O-])c1
 : -1 | -2 | 4 | 10 | -1 | -3 | 1 | 0 | 0.6
(18) O=C(c1cc(S(=O)(=O)N2CCCCC2)ccc1Cl)N1CCOCC1
 : 3 | 7 | 0 | 4 | -1 | -8 | -3 | 1 | -0.8
(19) Cc1nc2ccccc2c2oc(C(=O)N3CCCC(C)C3)cc12 (stereo not drawn)
 : 5 | -3 | 5 | 0 | 0 | 6 | -3 | -4 | -2.7
(20) O=C(Cc1ccccc1)Nc1ccc(NC(=O)c2cccs2)c(Cl)c1
 : 5 | -1 | 1 | 10 | -1 | -5 | 0 | -3 | 1.8
(21) Cc1nnc(NC(=O)CSc2nccn2-c2ccc(F)cc2)s1
 : 0 | -7 | 0 | 7 | -3 | -1 | -3 | 29 | 2.2
(22) CCOC(=O)c1sc2cccc(Cl)c2c1N
 : -3 | 8 | 2 | -3 | -3 | -3 | 0 | 13 | -1.1
(23) O=C(CCCOc1ccc(Cl)cc1)NCCc1ccccc1
 : 5 | 1 | 2 | 1 | -2 | 1 | -5 | -1 | 0.6
(24) Cc1ccc(CCNC(=O)CCn2ccc3cc(S(=O)(=O)N4CCCC4)ccc32)cc1
 : 1 | 8 | 6 | 1 | -1 | 5 | -2 | -1 | -2.1
(25) Cn1cnnc1Sc1ccc(S(C)(=O)=O)cc1[N+](=O)[O-]
 : 0 | 0 | 0 | 3 | 2 | 10 | -8 | 4 | -2.0
(26) Cc1cccc(C(=O)OCC(=O)N2CC(C)OC(C)C2)c1C (stereo not drawn)
 : -1 | 1 | -3 | -1 | 1 | -1 | -1 | 12 | 0.2
(27) O=C(NCc1ccco1)c1ccc2nccnc2c1
 : 2 | 5 | 2 | 2 | 2 | 4 | 2 | 4 | 2.1
(28) Cc1cc(C(=O)Nc2ccc3ccccc3c2)oc1C
 : 2 | -5 | 5 | 0 | -3 | 3 | 1 | -2 | 0.0
(29) Cn1c(/C(C#N)=C/C2CC=CCC2)nc2ccccc21 (stereo not drawn)
 : -3 | -3 | 9 | 8 | 2 | 9 | -3 | 0 | -0.2
(30) COc1ccccc1C(=O)NC(CCSC)C(=O)N1CCN(C/C=C/c2ccccc2)CC1 (stereo not drawn)
 : 0 | 5 | 6 | 7 | -4 | 1 | 2 | -5 | -0.3

Compounds 9 to 25 of the list above:
Each structure is followed by: Fam108B inh | PME-1 inh | Bcl-xL primary | MCL1 BIM primary | TPT1 inh | GLD-1 RNA inh | PAD4 inh | GSTO1 counter | MEX-5 binding
(9) CC(=O)Nc1ccc(NC(=O)CSc2ncnn2-c2ccccc2)cc1
 : 3 | -2 | 0 | 4 | 1 | -7 | 4 | -6 | -1.5
(10) Cc1cc(-c2ccccc2)c(C#N)c(SCC(N)=O)n1
 : 6 | -4 | -1 | 3 | 1 | -6 | 0 | -4 | -1.9
(11) O=C(Nc1cccc(Cl)c1)c1cc([N+](=O)[O-])ccc1N1CCN(CCO)CC1
 : 2 | 10 | -1 | -3 | 1 | -3 | -3 | 2 | 2.3
(12) COc1ccc(NC(=O)Oc2ccccc2)cc1Cl
 : 1 | 4 | 5 | -1 | 0 | -3 | -2 | 9 | 0.9
(13) CCOc1ccc(N2CC(O)Cn3c2nc2c3c(=O)n(CCCc3ccccc3)c(=O)n2C)cc1 (stereo not drawn)
 : 2 | -2 | 1 | 5 | 0 | 6 | 0 | 1 | 2.4
(14) COc1cc(Cl)c(S(=O)(=O)NCCCn2ccnc2)cc1Cl
 : 4 | 5 | 4 | -6 | -1 | -4 | -3 | 2 | 0.5
(15) Cc1cc(-c2nnc(-c3cccc(C(F)(F)F)c3)o2)no1
 : 4 | 1 | 4 | 3 | -4 | -3 | 3 | -5 | .
(16) CCc1ccc(C(=O)Nc2cc(C)on2)o1
 : 1 | 0 | -1 | 0 | 4 | 8 | -5 | -1 | 1.5
(17) C/C(=N\NC(=O)c1cccnc1)c1cccc([N+](=O)[O-])c1
 : -1 | -2 | 4 | 10 | -1 | -3 | 1 | 0 | 0.6
(18) O=C(c1cc(S(=O)(=O)N2CCCCC2)ccc1Cl)N1CCOCC1
 : 3 | 7 | 0 | 4 | -1 | -8 | -3 | 1 | -0.8
(19) Cc1nc2ccccc2c2oc(C(=O)N3CCCC(C)C3)cc12 (stereo not drawn)
 : 5 | -3 | 5 | 0 | 0 | 6 | -3 | -4 | -2.7
(20) O=C(Cc1ccccc1)Nc1ccc(NC(=O)c2cccs2)c(Cl)c1
 : 5 | -1 | 1 | 10 | -1 | -5 | 0 | -3 | 1.8
(21) Cc1nnc(NC(=O)CSc2nccn2-c2ccc(F)cc2)s1
 : 0 | -7 | 0 | 7 | -3 | -1 | -3 | 29 | 2.2
(22) CCOC(=O)c1sc2cccc(Cl)c2c1N
 : -3 | 8 | 2 | -3 | -3 | -3 | 0 | 13 | -1.1
(23) O=C(CCCOc1ccc(Cl)cc1)NCCc1ccccc1
 : 5 | 1 | 2 | 1 | -2 | 1 | -5 | -1 | 0.6
(24) Cc1ccc(CCNC(=O)CCn2ccc3cc(S(=O)(=O)N4CCCC4)ccc32)cc1
 : 1 | 8 | 6 | 1 | -1 | 5 | -2 | -1 | -2.1
(25) Cn1cnnc1Sc1ccc(S(C)(=O)=O)cc1[N+](=O)[O-]
 : 0 | 0 | 0 | 3 | 2 | 10 | -8 | 4 | -2.0

Remaining list, next part.
Letters: A = Fam108B inh; B = PME-1 inh; C = Bcl-xL primary; D = MCL1 BIM primary; E = TPT1 inh; F = GLD-1 RNA inh; G = PAD4 inh; H = GSTO1 counter; I = MEX-5 binding
31	CN(Cc1ccccc1)C(=O)CCC1CCN(S(C)(=O)=O)CC1
  A: 0; B: 2; C: -5; D: -4; E: 0; F: -4; G: 0; H: 3; I: -2.1

32	Cc1sc2nc(CN3CCCCC3)nc(Cl)c2c1C
  A: 4; B: 1; C: 0; D: -1; E: -1; F: 2; G: 6; H: 7; I: 1.7

33	COc1cc(C(=O)NNC(=O)NC2CCCCC2)cc(OC)c1OC
  A: 2; B: -1; C: 2; D: 3; E: 3; F: 11; G: -1; H: 5; I: 1.0

34	CCC(=O)Nc1cccc(-c2ccc(N3CCN(C)CC3)nn2)c1
  A: 0; B: -1; C: 7; D: -5; E: -2; F: 7; G: -1; H: 9; I: 0.3

35	COc1ccccc1OCC(=O)NCCS(=O)(=O)N1CCN(c2ccc(F)cc2)CC1
  A: 4; B: -4; C: 11; D: 7; E: -6; F: -1; G: -1; H: 1; I: 1.3

36	O=[N+]([O-])c1ccc(C(O)C(CO)NC(=S)Nc2ccccc2)cc1 (stereo not drawn)
  A: -1; B: 2; C: 9; D: 11; E: -6; F: 4; G: 2; H: 5; I: -6.2

37	Cc1ccc(-c2cc(C(=O)N3CCc4ccccc4C3)[nH]n2)cc1C
  A: -5; B: -2; C: 5; D: -1; E: 1; F: 0; G: -2; H: -3; I: -0.7

38	O=C(Nc1ccc(Br)cn1)c1ccc(COc2c(F)c(F)cc(F)c2F)o1
  A: .; B: 1; C: 0; D: -4; E: .; F: 3; G: -1; H: .; I: .

39	CC1CCc2c(sc(N)c2C(=O)OC(C)C)C1 (stereo not drawn)
  A: 0; B: 3; C: 6; D: 7; E: -2; F: 1; G: -2; H: -2; I: -4.7

40	CCc1ccc(Nc2ncc3c(n2)CC(c2ccco2)CC3=O)cc1 (stereo not drawn)
  A: -8; B: -8; C: 0; D: 19; E: -11; F: 4; G: -3; H: -2; I: -1.6

41	COc1ccccc1C(=O)Nc1ccc(C(=O)Nc2ccccc2C(=O)O)cc1
  A: -9; B: -21; C: 12; D: 12; E: -2; F: 0; G: -3; H: -42; I: 0.2

42	COc1ccc(N2CCN(C(=O)c3sc4nc(-c5ccc(F)cc5)cn4c3C)CC2)cc1
  A: 1; B: 6; C: -2; D: 7; E: 1; F: 3; G: -1; H: -1; I: 1.4

43	O=C(/C=C/c1ccc(Br)cc1)Nc1ccc(S(=O)(=O)Nc2ncccn2)cc1
  A: -8; B: -6; C: 2; D: 3; E: -1; F: 4; G: 0; H: -15; I: -0.5

44	Cc1cc(C(=O)NC(=S)Nc2cccc(C(=O)O)c2C)ccc1[N+](=O)[O-]
  A: -1; B: 3; C: 9; D: 10; E: -3; F: 6; G: -3; H: -4; I: 0.0

45	CC1CCN(c2nc3c(c(=O)n(C)c(=O)n3C)n2CCSc2nc3ccccc3s2)CC1
  A: -2; B: -9; C: 2; D: 0; E: -1; F: -2; G: 4; H: -5; I: 0.1

46	CCOC(=O)C(O)(CC(=O)c1ccc(Cl)cc1)C(=O)OCC
  A: 1; B: -1; C: 0; D: 3; E: -1; F: 1; G: -3; H: 2; I: -2.0

Only part of the results is shown; count on the stated rates, not on these rows.
